# PolyA inh – yeast polyadenylation inhibition; AID 1875; hit rate 0.02% among 300,000; calls only at 12 µM; S. cerevisiae SKY197-pL101 polyadenylation reporter, beta-gal luminescence; efflux-impaired pdr1/pdr3 knockout yeast; score 100 = 6 SD above DMSO;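 active = lowest replicate activity score at least 50, where 100 means six control SD above control mean; inconclusive = lowest score under 50 but half or more replicates reach 50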;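 also: yeast exposed to compound for 9 h at 30 °C; higher score means more reporter readthrough which indicates perturbed polyadenylation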
# aSyn UTR inh – 5' untranslated region of α-synuclein, MLPCN primary screen | alpha-synuclein 5'UTR reporter, inhibitor activity | inhibition, % (tested at 7.5 µM) | hit rate 0.82% among 300,000 | AID 1813; in the data active = inhibition above about 60%; inconclusive = no clear call, values can overlap the other calls;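 also: H4 neuroglioblastoma cells stably carrying SNCA 5'UTR luciferase fusion; 0% = DMSO wells and 100% = positive control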
# HSF1 activator – increases HSF-1 driven luciferase reporter signal; NIH3T3-HGL HSF-1 luciferase reporter, MG132, 8 h; 100% = twice DMSO control signal; activation, % at 9 µM; hit rate 1.7% among 300,000;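 active = mean replicate activation of at least 50% with a set share of replicates each reaching 50%; inconclusive = only one of those two conditions met; inactive = mean below 50% and too few replicates reaching it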;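 also: 0% = median of the neutral control wells and 100% = twice that signal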
# HSP90 refold inh – blocks HSP90-mediated luciferase refolding in reticulocyte lysate. Rabbit reticulocyte lysate, luciferase refolding luminescence, 3 h. inhibition, % at 5.6 µM. hit rate 0.91% among 290,000;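 active = inhibition above the screen-wide mean plus 3 SD, computed separately per campaign, cut at about 16% in these data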;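 also: 0% = DMSO wells and 100% = 60 µM geldanamycin wells; inhibitors lower the luminescence because luciferase stays unfolded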
# AI-2 QS modul – Vibrio harveyi AI-2 quorum sensing modulation | AID 2094 | activity change, % at 7.5 µM | hit rate 0.4% among 300,000 | Vibrio harveyi JMH597 AI-2 luminescence/OD600 ratio, 9 h; stronger effect = lower value; strain lacks LuxN and CqsS sensors; 0 = neutral-control median; in the data active = activity change below about -75%, passing the limit was not always enough; inconclusive = no clear call, values can overlap the other calls;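 also: luminescence divided by OD600 gain over 9 h not by final OD600 alone; inactives centre near 13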
# GSK3beta inhib – inhibitors of human GSK3beta kinase; P49841; activity score (negative = inhibition), % at 10 µM; hit rate 0.038% among 300,000; GST-GSK3beta kinase, ADP-Glo luminescence, 60 min; stronger effect = lower value;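 active = more than half of replicate wells score below -50%, meaning over 50% inhibition versus plate controls; inconclusive = some replicates but at most half score below -50%; inactive = no replicate scores below -50%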;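 also: 0% = median DMSO wells and -100% = median GW8510 positive control wells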
# Target sequence (P49841 whole entry, looked up): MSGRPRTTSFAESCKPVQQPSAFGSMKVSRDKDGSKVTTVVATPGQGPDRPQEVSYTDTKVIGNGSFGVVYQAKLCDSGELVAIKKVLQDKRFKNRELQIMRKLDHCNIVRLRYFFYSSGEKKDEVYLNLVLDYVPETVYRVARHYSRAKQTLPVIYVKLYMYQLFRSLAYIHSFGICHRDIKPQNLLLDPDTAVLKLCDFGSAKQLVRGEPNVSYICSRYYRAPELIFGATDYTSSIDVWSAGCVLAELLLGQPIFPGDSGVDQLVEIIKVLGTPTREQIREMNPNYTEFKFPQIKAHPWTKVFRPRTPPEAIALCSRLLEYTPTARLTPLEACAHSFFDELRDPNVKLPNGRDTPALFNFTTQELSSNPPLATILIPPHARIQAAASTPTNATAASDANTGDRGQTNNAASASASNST
#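 Test system: GST-tagged human GSK3beta kinase, cell-free; evaluation: activity score scaled between in-plate DMSO and GW8510 controls; measured by: ADP-Glo luminescence; incubation: 60 min reaction, RT; benchmarks: DMSO and 20 µM GW8510; reagent: peptide substrate plus 25 µM ATP (final); medium: Tris/MgCl2 kinase buffer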
# KLF5 inh – inhibitors of KLF5 expression | hit rate 0.23% among 290,000 | AID 1700 | DLD-1 KLF5 promoter-luciferase reporter, luminescence | inhibition, % at 5 µM;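 active = inhibition above a per-plate limit of that plate's mean compound inhibition plus 3 SD, cut at about 60% in these data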;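 also: 0% = DMSO wells and 100% = LY294002 at 200 µM; higher means less KLF5 promoter-driven luciferase light; inactives centre near -14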
# IEC-6 cytotox – IEC-6 cytotoxicity, counter-screen for KLF5 inhibitors; luminescence viability; inhibition, % at 5 µM; hit rate 0.78% among 290,000; AID 1825; in the data active = inhibition above about 22%;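 also: 0% = plate median of test compound wells and 100% = cytotoxic reference compound wells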
# GSK3 alpha inh – blocks human GSK-3 alpha kinase; P49840; ADP-Glo luminescence, 60 min; inhibition, % at 10 µM; hit rate 0.1% among 320,000;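 in the data active = inhibition above about 50%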;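 also: GST-tagged GSK-3 alpha with peptide substrate and 25 µM ATP; 0% = DMSO neutral wells and 100% = GW8510 positive control wells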
# Target sequence (P49840 whole entry, looked up): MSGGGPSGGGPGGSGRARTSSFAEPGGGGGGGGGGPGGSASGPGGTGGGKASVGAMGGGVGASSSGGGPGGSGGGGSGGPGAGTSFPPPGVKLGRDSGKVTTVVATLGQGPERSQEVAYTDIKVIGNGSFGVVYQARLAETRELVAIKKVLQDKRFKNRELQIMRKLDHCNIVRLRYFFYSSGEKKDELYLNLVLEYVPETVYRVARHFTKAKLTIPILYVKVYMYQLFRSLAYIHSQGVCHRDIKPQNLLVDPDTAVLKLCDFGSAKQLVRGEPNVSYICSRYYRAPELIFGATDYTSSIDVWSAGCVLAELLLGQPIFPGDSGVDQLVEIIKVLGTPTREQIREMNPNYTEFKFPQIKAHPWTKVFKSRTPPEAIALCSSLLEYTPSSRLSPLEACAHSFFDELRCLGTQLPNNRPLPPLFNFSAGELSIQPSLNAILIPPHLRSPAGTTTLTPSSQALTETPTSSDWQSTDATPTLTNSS
# HSF1 inh – HSF1 inhibition; NIH3T3-HGL HSE-luciferase, MG132-induced, luminescence 8 h; stronger effect = lower value; activity change, negative = inhibition, % at 7.5 µM (by protocol); hit rate 0.77% among 300,000; AID 2098;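 active = more than half of replicate wells show activity change below -50%, luminescence cut by over half; inconclusive = some wells, but at most half, below -50%; inactive = no replicate well below -50%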;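 also: luciferase reports HSF-1 transcriptional activity via heat shock element; 0% = median of DMSO wells and -100% = zero luminescence signal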
# The depositor's hits bear a star; i = inactive; ? = inconclusive; nt = not tested or not shown.
SMILES,PolyA inh,aSyn UTR inh,HSF1 activator,HSP90 refold inh,AI-2 QS modul,GSK3beta inhib,KLF5 inh,IEC-6 cytotox,GSK3 alpha inh,HSF1 inh
Cc1ccc(NC(=O)c2ccc([N+](=O)[O-])o2)cc1C,i,-50.8,nt,2.3,?,0.4,-33.5,45.4*,-3.2,nt
c1ccc(Oc2cccc(OCCCn3cncn3)c2)cc1,i,16.0,12.9,-4.0,7.4,0.3,-31.0,3.5,-0.1,-3.1
Cc1cccc(-c2cc(C(=O)N/N=C/c3cccnc3)c3ccccc3n2)c1,i,-28.9,23.8,nt,37.2,-0.8,nt,nt,-0.7,4.0
Cc1cc(Cl)ccc1C(=O)C1CCCN(C(=O)c2cccnc2C)C1 (stereo unspecified),i,5.9,-8.1,-2.1,18.1,-0.2,18.8,2.6,-2.8,-1.1
Cc1ccc(NC(=O)CNC(=O)c2cccc(C)c2)nc1,i,-0.5,-11.8,nt,-15.9,2.9,nt,nt,0.1,3.5
CC1(C)N=C(N)NC(Nc2cccc(Br)c2)=N1,i,17.4,-19.5,2.8,-3.6,0.1,-5.0,-3.1,3.4,-8.5
COC(=O)c1ccccc1NC(=O)C/C(C)=N/NC(=O)CC#N,i,-8.8,3.1,-1.2,8.1,-0.9,-15.7,-1.7,-4.0,7.8
Cc1ccc(-c2nn3c(C)nnc3c3ccccc23)cc1S(=O)(=O)NC(C)c1ccccc1 (stereo unspecified),i,47.8,35.4,-0.9,10.5,0.8,-3.7,2.9,-0.8,22.1
Cc1nc2ccc(NC(=O)N(C(C)C)C(C)C)cc2s1,i,-90.2,-40.6,-2.2,19.5,3.6,-48.3,-0.7,nt,-39.3
COc1ccc(N2CCN(C(=O)COC(=O)c3cnccn3)CC2)cc1,i,7.7,-1.8,nt,-3.5,1.9,nt,nt,1.3,1.8
Cc1nc2c(sc(=S)n2Cc2ccco2)c(=O)n1CC(=O)Nc1ccccc1Cl,i,5.7,-0.1,1.4,5.6,-2.2,4.8,7.0,-2.0,-0.9
Cc1ccc(C(=O)N/C(=C\c2cccs2)C(=O)NCCCn2ccnc2)cc1,i,17.5,-1.2,1.0,9.0,2.4,-18.6,2.2,0.2,4.6
COc1ccc(OC)c(NC(=O)CSc2nnc(CNC(=O)c3ccccc3F)o2)c1,i,-14.0,-1.7,-3.2,36.3,nt,-16.7,-2.1,-0.6,-5.0
CCn1nc(C(=O)Nc2nc3ccc(C)cc3s2)c2ccccc2c1=O,i,25.1,2.7,1.6,22.1,0.7,-1.9,3.3,-1.7,-2.6
CC(=O)Nc1ccc(-c2csc(Nc3ncccn3)n2)cc1,i,-89.4,44.6,-6.2,12.7,-1.9,-38.1,-4.7,-2.0,11.8
COc1ccc(N2C(=O)C3ON(C4SC(=S)N(C)C4(C)C)C(c4ccc(Cl)cc4)C3C2=O)cc1 (stereo unspecified),i,-10.2,0.2,1.0,14.0,5.5,7.2,7.8,-2.0,-16.6
CC1CCC/C(=C(\C#N)c2nc(-c3cc4ccccc4oc3=O)cs2)C1 (stereo unspecified),i,-122.1,-44.8,7.3,7.7,2.0,-14.9,-5.0,-0.1,-39.8
CCCCNC(=O)CCn1nc(-c2ccc(C)cc2)c2ccccc2c1=O,i,9.9,9.9,4.1,-2.8,-5.2,0.3,-3.9,-0.8,1.9
CCN1C(=O)C(C(=O)c2ccccc2)SC1=S (stereo unspecified),i,-4.2,37.6,-3.9,18.2,-4.2,-18.9,-4.2,0.9,4.3
CCN(CC)c1ccc(NC(=O)Nc2ccccc2)cc1,i,-137.3,32.8,8.9,-53.2,1.3,-122.6,7.0,0.7,19.5
C/C(=N\NC(=O)CNc1cccc(Cl)c1C)c1cccs1,i,28.3,2.0,1.4,25.2,1.0,-16.3,-10.1,0.2,-6.2
Cc1ccccc1CN(C)CCS(=O)(=O)c1cc(Cl)ccc1Cl,i,-23.5,1.2,-1.6,13.8,0.9,-11.4,1.7,-3.3,1.7
COc1ccc(C(=O)NCc2nnc(SCC(=O)N3CCCc4ccccc43)o2)cc1OC,i,11.8,3.7,-3.5,26.8,-0.1,-31.9,2.1,-1.7,8.7
CCOC(=O)C1CCCN(C(=O)c2ccc(CS(=O)(=O)c3ccc(C)cc3)o2)C1 (stereo unspecified),i,8.3,-0.9,1.8,25.2,0.9,-25.3,4.4,0.8,3.4
Cc1cccc(Nc2c([N+](=O)[O-])cc(C(=O)N3CC(=O)Nc4ccccc43)cc2[N+](=O)[O-])c1,i,0.5,26.2,3.4,19.8,3.6,13.1,-0.6,-0.6,16.6
SMILES,PolyA inh,aSyn UTR inh,HSF1 activator,HSP90 refold inh,AI-2 QS modul,GSK3beta inhib,KLF5 inh,IEC-6 cytotox,GSK3 alpha inh,HSF1 inh
CN1CCN(NC(=O)/C=C/c2ccc(Br)cc2)CC1,i,-15.8,82.0*,1.5,13.1,-0.5,-16.7,2.6,-4.8,40.2
O=C(Nc1ccc(S(=O)(=O)N2CCc3ccccc32)cc1)c1ccc2c(c1)OCO2,i,-72.9,49.3,0.0,18.4,12.2,-6.6,-4.2,1.1,31.7
CC1(C)CC(=O)N(CC(=O)NCc2ccc(F)cc2)c2ccccc2S1(=O)=O,i,-0.1,-0.5,-0.2,31.5,0.6,0.1,-6.8,2.5,0.4
CCOC(=O)c1ccc(NC(=S)N2CCN(Cc3ccccc3)CC2)cc1,i,41.3,-10.3,-1.2,13.2,1.5,-17.6,-6.1,0.1,-5.3
COc1ccc(OC)c(NC(=O)CCNC(=O)Cn2cnc3ccccc3c2=O)c1,i,7.9,-2.6,-3.9,8.7,0.0,20.1,-6.6,-4.6,-5.0
C=CCc1ccc(OCC(O)COCC)c(OC)c1 (stereo unspecified),i,-76.3,26.2,0.3,8.1,1.8,-37.2,3.0,-0.4,13.6
CS(=O)(=O)c1ccc2nc(NC(=O)c3cccc(NS(=O)(=O)c4ccc(F)c(F)c4)c3)sc2c1,i,-44.0,2.1,0.1,39.9,2.0,-60.3,0.9,-1.5,-7.9
Cc1ccccc1/C=C1\SC(=S)N(/N=C/c2cc([N+](=O)[O-])ccc2O)C1=O,i,4.1,-0.8,-1.4,4.6,2.5,-18.4,-1.7,-4.0,-2.8
O=C(NNC(=O)c1ccc(NC(=O)c2ccccc2)cc1)c1ccccc1,i,3.6,0.7,-0.2,19.1,-3.4,17.6,-0.9,-1.0,-7.8
COc1nccnc1NS(=O)(=O)c1ccc(N=Cc2c(C)[nH]n(-c3ccc(C)c(C)c3)c2=O)cc1,i,8.3,-5.6,2.7,5.1,-0.1,-9.6,13.2,-2.4,-10.0
CCOCC(=O)Nc1nnc(SCCOC)s1,i,2.7,-12.3,-3.6,24.1,3.6,-11.2,2.5,-0.7,2.9
Cc1ccc2c(c1)-c1[nH]c(=S)ncc1CS2,i,3.9,30.9,-5.9,3.7,0.9,-3.8,-1.1,-1.7,8.0
CCc1ccc(-c2nc(CCl)cs2)cc1,i,-122.6,26.6,0.3,6.1,-15.2,-134.8,3.3,1.0,22.8
Cc1ccc(C(=O)NC(C)c2ccccc2)o1 (stereo unspecified),i,5.7,3.4,-0.5,4.5,-4.3,-16.2,-1.6,-4.8,-6.1
NC(=O)CC(NC(=O)c1ccccc1)c1ccc(NCCc2ccc(Cl)cc2)c([N+](=O)[O-])c1 (stereo unspecified),i,12.7,-2.2,nt,1.2,-0.2,nt,nt,4.4,7.2
CC(=O)c1cccc(Nc2nc(-c3sc(N)nc3C)cs2)c1,i,-24.5,-3.5,52.3*,22.6,-1.8,-16.2,5.1,6.4,0.5
COc1ccccc1NC(=O)Nc1nc(CC(=O)N2CCN(c3ccc(F)cc3)CC2)cs1,i,14.8,34.3,nt,14.8,0.1,nt,nt,-2.3,23.1
CC(=O)Nc1ccc(NC(=O)CSc2ccc3nnc(CCNS(=O)(=O)c4ccc(C)cc4)n3n2)cc1,i,-6.5,-5.4,-3.4,20.7,-4.5,-3.9,-5.1,0.6,-2.4
CCCCCCN(C(=O)CCCCCN1C(=O)NC(c2ccc(C(C)(C)C)cc2)C(C(=O)OCc2ccccc2)=C1C)C(C(=O)NCCCC)c1ccc(OCC(=O)OC)c(C(=O)OC)c1 (stereo unspecified),i,2.3,-3.8,nt,6.7,-0.5,nt,nt,nt,0.3
Cc1nn(-c2cccc([N+](=O)[O-])c2)c(N)c1-c1ccccc1,nt,-83.3,31.6,-2.6,14.3,5.1,-143.6,12.2,-4.2,10.3
COc1cccc(OCC(O)CN2CCN(CCO)CC2)c1 (stereo unspecified),i,10.8,6.9,7.3,9.5,0.1,3.7,0.5,6.8,-3.0
CC(C)(C)OC(=O)N1CCOCCOCCN(C(=O)OC(C)(C)C)CCOCC1,i,16.5,11.1,5.1,1.5,0.4,-5.8,0.0,0.0,2.0
CCOc1ccc(S(=O)(=O)N2CCC(C(=O)NCc3ccncc3)CC2)cc1C,i,45.9,-10.3,-1.7,21.8,0.6,4.8,8.4,4.0,-1.6
CCN(CCn1cccn1)C(=O)c1cccc(OC2CCN(S(C)(=O)=O)CC2)c1,i,3.8,-4.9,-1.3,25.5,-5.1,-10.6,-1.8,-2.1,-3.4
CCOC(=O)CC(=O)CSc1nc2ccccc2c(=O)n1-c1ccc(C(=O)NCCOC)cc1,i,-33.6,5.7,0.8,57.8,1.0,-11.9,-3.4,-1.2,11.4
SMILES,PolyA inh,aSyn UTR inh,HSF1 activator,HSP90 refold inh,AI-2 QS modul,GSK3beta inhib,KLF5 inh,IEC-6 cytotox,GSK3 alpha inh,HSF1 inh
Cc1ccc(NC(=O)CN(C)C(=O)CCC(=O)c2cccs2)cc1,i,12.7,-1.3,-0.2,22.5,-5.7,12.1,1.2,nt,4.0
CC1CC(C)(C)NC(=S)N1CC(=O)NCc1ccccc1Cl (stereo unspecified),i,2.0,2.1,3.3,31.5,-3.3,-2.7,-0.3,0.1,-4.0
O=C1CCC[C@@H]2[C@H]3CCC[N+]4([O-])CCC[C@@H](CN12)[C@@H]34 (stereo partly specified),i,-9.3,11.5,3.5,15.9,1.0,-18.0,1.0,-2.9,-1.5
COc1cccc(/C=N/Nc2ncc(C(F)(F)F)cc2Cl)c1O,i,76.7*,-0.8,2.9,-44.3,-2.0,100.5*,-0.2,-3.5,-5.0
CC(=O)c1ccc(NC(=O)CC(C)S(=O)(=O)c2ccc3c(c2)CCN3C(C)=O)cc1 (stereo unspecified),i,-27.1,-4.1,-4.1,24.4,-0.1,-13.5,0.9,0.8,-8.9
Nc1ccc(C(=O)OCCCc2nc3ccccc3[nH]2)cc1,i,-12.9,-8.9,1.1,6.7,-1.8,-0.5,7.1,-0.7,-6.4

# Screens (PubChem)

# A portion of the library; rates above refer to the full screens.
